RXFP1 agonist: qHTS Assay for Agonists of the Relaxin Receptor RXFP1 | Potency, µM (doses to about 57.5 µM), without a hit: at the top dose activation, usual class: activators | 370,000 tested, 0.3% active | AID 2676, 2010 | HEK293T-RXFP1 cAMP TR-FRET, 30 min; response scale: percent of porcine relaxin response, buffer zero | Relaxin receptor 1 (Homo sapiens), Q9HBX9; further: on the % scale 0 is the no-effect control and ±100 the full control effect; nearly all actives have a fitted effect of over 60% in size; many of its hits are not listed in these tables
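HEK293 cells stably expressing RXFP1, treated 30 min at 37C with compounds plus PDE4 inhibitor Ro 20174; cAMP measured by HTRF TR-FRET. Normalized to buffer and 29 nM porcine relaxin; EC50 by Hill fit.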
Vif-APOBEC3G blk: qHTS for Inhibitors of Vif-A3G Interactions: qHTS; DNA dC->dU-editing enzyme APOBEC-3G (Homo sapiens), Q9HC16; HeLa A3G-eYFP + Vif (tagged APOBEC3G with the HIV-1 protein that degrades it), YFP fluorescence, overnight; Potency, µM (titrated, usually from 46.1 µM), inactives show at the top dose activity, negative = active, hits mostly inhibitors; 410,000 tested, 0.076% active; AID 602310, 2012;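 further: on the % scale 0 is the no-effect control and ±100 the full control effect; nearly all actives have a fitted effect of over 60% in size; hits raise eYFP signal because A3G escapes Vif-driven loss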
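Read-out is eYFP fluorescence (Ex 488/Em 500-530) from Vif-expressing HeLa A3G-eYFP cells; more signal means A3G escaped Vif-mediated degradation. Cells plated overnight, compound pinned in, incubated overnight at 37 deg C.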
Vif-APOBEC3F blk: qHTS for Inhibitors of Vif-A3F Interactions: qHTS; Potency, µM (highest dose often 46.1 µM), inactives show at the top dose activity, negative = active; HeLa A3F-eYFP + Vif (tagged APOBEC3F with the HIV-1 protein that degrades it), YFP fluorescence increase; AID 602313, 2012; 390,000 tested, 0.2% active; further: % of control where 0% means no effect; nearly all actives have a fitted effect of over 65% in size
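Fluorescence increase (Ex 488/Em 500-530) after overnight compound treatment at 37 deg C flags inhibition of Vif-driven A3F-eYFP loss in stable HeLa A3F-eYFP/Vif cells seeded overnight beforehand.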
TrxR1 substrate: qHTS Assay for Substrates of Mammalian Selenoprotein Thioredoxin Reductase 1 (TrxR1): qHTS | Thioredoxin reductase 1, cytoplasmic (Rattus norvegicus), O89049 | purified TrxR1 substrate turnover, NADPH consumption readout | Potency, µM (titrated, usually from 114 µM), for the others: top-dose activity change, negative = substrate turnover | 390,000 tested, 0.01% active | AID 588456, 2011; further: on the % scale 0 is the no-effect control and ±100 the full control effect; nearly all actives have a fitted effect of over 50% in size
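Rat TrxR1, dispensed at 90 nM, was prereduced with 400 uM NADPH (final) for 5 min at ~22 deg C, then incubated with compound 15 min before 400 uM selenite. A first-read NADPH fluorescence drop versus no-compound background flagged substrates.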
TrxR1 inh: qHTS Assay for Inhibitors of Mammalian Selenoprotein Thioredoxin Reductase 1 (TrxR1): qHTS; recombinant rTrxR1, NADPH fluorescence consumption, selenite substrate; Thioredoxin reductase 1, cytoplasmic (Rattus norvegicus), O89049; Potency, µM (series often up to 114 µM), for the others: top-dose activity change, negative = inhibition, usual class: inhibitors; 390,000 tested, 1% active; AID 588453, 2011; further: on the % scale 0 is the no-effect control and ±100 the full control effect; nearly all actives have a fitted effect of over 65% in size
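Rat TrxR1 (90 nM in the dispensed reagent) was pre-reduced with 400 uM NADPH for 5 min at room temperature, then incubated with compound for 15 min. After 400 uM selenite was added, NADPH fluorescence (Ex 340/Em 450 nm) was followed for 8 min.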
ALOX12 inh: Primary qHTS assay for inhibitors of human arachidonate 12S-lipoxygenase (ALOX12): Round 2; Potency, µM (titrated, usually from 108 µM), without a hit: top-dose activity change, negative = inhibition, hits mostly inhibitors; purified 12hLO, xylenol orange hydroperoxide absorbance; 580,000 tested, 1.1% active; further: on the % scale 0 is the no-effect control and ±100 the full control effect
Target sequence (P18054 whole entry, looked up): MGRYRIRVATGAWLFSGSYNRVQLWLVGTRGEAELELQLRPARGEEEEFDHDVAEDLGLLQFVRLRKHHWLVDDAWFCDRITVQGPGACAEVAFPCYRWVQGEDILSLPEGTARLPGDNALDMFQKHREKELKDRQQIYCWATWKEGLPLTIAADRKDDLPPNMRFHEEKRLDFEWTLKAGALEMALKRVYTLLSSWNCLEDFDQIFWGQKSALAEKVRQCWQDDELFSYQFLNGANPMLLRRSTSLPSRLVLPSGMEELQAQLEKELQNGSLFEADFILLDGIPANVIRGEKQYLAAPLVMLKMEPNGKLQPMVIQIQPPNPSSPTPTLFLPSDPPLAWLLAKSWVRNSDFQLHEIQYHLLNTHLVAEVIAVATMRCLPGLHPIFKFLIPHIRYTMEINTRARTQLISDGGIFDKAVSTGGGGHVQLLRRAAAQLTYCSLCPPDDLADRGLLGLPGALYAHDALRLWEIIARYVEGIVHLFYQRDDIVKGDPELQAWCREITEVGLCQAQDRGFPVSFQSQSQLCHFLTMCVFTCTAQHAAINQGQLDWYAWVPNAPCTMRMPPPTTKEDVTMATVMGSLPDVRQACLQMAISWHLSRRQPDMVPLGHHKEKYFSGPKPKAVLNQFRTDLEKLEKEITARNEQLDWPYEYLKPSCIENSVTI
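Purified human 12hLO (150 nM final) in 25 mM Hepes, 0.01% Triton X-100, pH 7.0 was preincubated 15 min at room temperature with compound. Then 40 uM arachidonic acid was added, 30 min. Hydroperoxide was read by Fe-XO absorbance ratio 573/405 nm.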
RGS4 inhibitor: Inhibitors of Regulator of G Protein Signaling (RGS) 4: qHTS; Transcreener GDP fluorescence polarization, RGS4-accelerated GTP hydrolysis; 390,000 tested, 0.039% active; AID 504845, 2011; Potency, µM (titrated, usually from 114 µM), inactives show at the highest dose activity change, negative = inhibition, actives largely listed as inhibitors; Regulator of G-protein signaling 4 (Homo sapiens), P49798; further: on the % scale 0 is the no-effect control and ±100 the full control effect; nearly all actives have a fitted effect of over 75% in size; some results filed as inactive show a strong effect at the top dose
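MLSMR compounds (23 nl, pin-transferred) preincubated 10 min at room temperature with a 500nM (2x) first reagent, then RGS4 at 900nM (2x) plus Transcreener GDP mix added; fluorescence polarization (620/688 nm) read before and after 90 min at 30 °C.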
IDH1 R132H inh: qHTS for Inhibitors of mutant isocitrate dehydrogenase 1 (IDH1): qHTS; Isocitrate dehydrogenase [NADP] cytoplasmic (Homo sapiens), O75874; AID 602179, 2012; 390,000 tested, 0.093% active; IDH1-R132H enzyme, NADPH consumption, diaphorase/resazurin fluorescence; Potency, µM (top dose mostly 76.6 µM), inactives show at the top dose activity change, negative = inhibition, most hits filed as inhibitors; further: on the % scale 0 is the no-effect control and ±100 the full control effect; nearly all actives have a fitted effect of over 65% in size
Target sequence (O75874 whole entry R132H, stated change not applied): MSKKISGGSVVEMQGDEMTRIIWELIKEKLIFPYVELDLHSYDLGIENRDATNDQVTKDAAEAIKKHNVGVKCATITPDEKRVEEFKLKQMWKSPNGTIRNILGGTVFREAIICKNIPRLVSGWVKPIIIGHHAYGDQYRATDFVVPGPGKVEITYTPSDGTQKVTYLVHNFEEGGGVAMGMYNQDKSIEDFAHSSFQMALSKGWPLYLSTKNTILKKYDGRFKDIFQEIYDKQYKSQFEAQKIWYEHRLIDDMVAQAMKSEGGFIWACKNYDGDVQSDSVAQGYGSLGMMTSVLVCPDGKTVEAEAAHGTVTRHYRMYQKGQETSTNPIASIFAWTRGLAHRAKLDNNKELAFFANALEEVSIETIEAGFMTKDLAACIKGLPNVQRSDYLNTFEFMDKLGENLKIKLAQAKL
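IDH1-R132H (0.5 ug/mL) preincubated 30 min with compound, then NADPH (0.016 mM) and alpha-KG (2 mM) added; 80 min at RT, pH 7.5. Remaining NADPH coupled via diaphorase/resazurin to fluorescence (540/590 nm); concentration-response curves normalized to no-enzyme control.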
USP1-UAF1 inh: Inhibitors of USP1/UAF1: Primary Screen; Ubiquitin carboxyl-terminal hydrolase 1 (Homo sapiens), O94782; recombinant USP1/UAF1, Ub-Rhodamine cleavage fluorescence; Potency, µM (titrated, usually from 57.1 µM), inactives show top-dose activity change, negative = inhibition, actives largely listed as inhibitors; 390,000 tested, 0.23% active; further: on the % scale 0 is the no-effect control and ±100 the full control effect; nearly all actives have a fitted effect of over 60% in size; inactives centre near -12
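USP1/UAF1 complex at 1 nM was preincubated with compound for 15 min at room temperature, then Ub-Rho substrate (150nM final) was added. Fluorescence (480/540 nm) was read kinetically, 6 reads every 60 seconds.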
An asterisk follows results filed as active; ? = inconclusive; . = not tested or not shown; & = joins results of further samples; [ ] = remark or other dose. The call rests on the fitted dose curve; in most records, active means well fitted curve in the direction sought with a large enough effect; inconclusive means small, poorly fitted or top-dose-only effect, or another doubt; inactive means no such curve, though single readings can be large; an effect the other way counts as inactive or inconclusive. Potency means the concentration at half of the fitted maximal effect. An excerpt; the hit share may differ from the screen's.

SMILES	RXFP1 agonist	Vif-APOBEC3G blk	Vif-APOBEC3F blk	TrxR1 substrate	TrxR1 inh	ALOX12 inh	RGS4 inhibitor	IDH1 R132H inh	USP1-UAF1 inh
Cc1ccc(C2(c3noc(CN(C)CC4CCCCO4)n3)CCCC2)cc1 (configuration not stated)	3.0%	-6%	8%	2%	15%	7%	19%	7%	-6%
O=C(CSc1nc2ccccc2o1)N/N=C/c1ccccc1C(=O)O	-1.1%	1%	2%	0%	31%	12%	2%[11.4 µM]	-10%	-24%
CCCCCC1CC(CC(=O)Nc2nncs2)C(=O)O1 (configuration not stated)	2.2%	5%	2%	-23%[11.4 µM]	15%[11.4 µM]	-21%	-41%	2%	-13%
Cn1cc(C(=O)N/N=C/c2c(O)ccc3ccccc23)ccc1=O	-0.2%	-4%	3%	3%[57.1 µM]	5%[57.1 µM]	-4%	-54%	3%	-16%
CCOC(=O)N1CCC(NS(=O)(=O)c2ccc(C)cc2)CC1	2.8%	-1%	7%	-9%[57.1 µM]	34%[activator][57.1 µM]	252%[activator]	-27%	11%	-13%
COc1ccc(CNC(=O)c2ccc[nH]2)cc1	0.5%	-3%	-12%	0%[57.1 µM]	0%[57.1 µM]	-8%	2%	-1%	1%
Cc1ccc(NC(=O)C2CC2C)c(Cl)c1 (configuration not stated)	0.3%	0%	1%	4%	34%	3%	-10%	2%	-13%
Cn1c(/C(C#N)=C/c2ccc(-c3ccc(S(N)(=O)=O)cc3)o2)nc2ccccc21	3.4%	?	?	-12%	-10%	-6%	-7%	-10%	.
O=C(NC1CCCCC1)C(Cc1ccccc1)N1C(=O)C2C3CCC(C3)C2C1=O (configuration not stated)	1.3%	-2%	-1%	6%	5%	21%	0%	-4%	-2%
CSCC[C@H](NC(=O)OC(C)(C)C)C(=O)N1CCC(C(=O)N[C@@H](C)C(=O)NC(C)c2ccccc2)CC1 (some centres not stated)	-0.2%	0%	4%	0%	-8%	15%	-4%	3%	-25%
O=C(NCC1(N2CCCCC2)CCCCC1)c1ccc(S(=O)(=O)N2CCCC2)cc1	-3.1%	0%	-9%	3%	13%	-2%	14%	-4%	-7%
O=C(COc1ccc(S(=O)(=O)N2CCOCC2)cc1Cl)NC1CCCCC1	0.6%	-9%	-1%	6%	26%	195%[activator]	13%	1%	-6%
O=C(c1cccc(F)c1)N1C2C=CC(C2)C1(C(F)(F)F)C(F)(F)F (configuration not stated)	0.6%	-2%	-2%	-13%	-11%	1%	-10%	2%	0%
O=C(Cn1nnc(-c2ccccc2)n1)Nc1cccc(S(=O)(=O)N2CCOCC2)c1	-0.2%	0%	?	-6%	-5%	11%	-1%	6%	-14%
CC(C)(C)NS(=O)(=O)c1ccc2nc(NC(=O)Cc3cccs3)sc2c1	0.1%	?	2%	-2%[57.1 µM]	-1%[57.1 µM]	0%	13%	2%	-8%
COc1ccc(Br)cc1C1CC(=O)N2CN(C)CSC2=C1C#N (configuration not stated)	3.7%	4%	4%	5%[57.1 µM]	-13%[57.1 µM]	28µM*	?	0%	?
Cc1csc2nc(-c3ccc(NS(=O)(=O)c4cccc(F)c4)cc3)cn12	6.1%	-1%	6%	-3%[57.1 µM]	11%[57.1 µM]	-3%	-9%	-11%	-6%
CC(C)c1nnc(NC(=O)C2CCN(S(=O)(=O)c3ccc(-n4cnnn4)cc3)CC2)s1	-0.5%	-2%	0%	2%	11%	0%	0%	-12%	-18%
COc1ccc(-n2c(SCC(=O)N/N=C/c3ccccc3OCC(=O)O)nc3ccccc3c2=O)cc1	-3.2%	4%	0%	-1%	4%	?	4%	1%	-17%
COc1cc2[nH]ccc(=O)c2cc1OC	3.0%	0%	0%	-1%	12%	-5%	-20%	5%	?
CCOc1ccc2nc(SCC(=O)NC(=O)C(C)C)sc2c1	0.8%	0%	0%	-7%	2%[57.1 µM]	1%	6%	1%	-2%
O=C(CCc1nc(-c2ccccc2)no1)NCCc1ccccc1	-1.8%	-1%	8%	2%	9%	.	-3%	1%	-4%
COc1ccc(C=CC(=O)c2ccc(OC)c(OC)c2O)cc1OC	.	-17%	-25%	-8%[57.1 µM]	-31%[57.1 µM]	-12%	-43%	0%	-8%
Cc1oc2cc(O)ccc2c(=O)c1-c1cnn(-c2ccccc2)c1	3.4%	-6%	-1%	17%[57.1 µM]	11%[57.1 µM]	-7%	-12%	1%	-23%
CC(C)[C@H](NC(=O)[C@@H]1Cc2ccccc2CN1)C(=O)Nc1ccc2c(c1)OCCO2	1.8%	3%	0%	-1%	16%	-16%	2%	-14%	-12%
(next part)
SMILES	RXFP1 agonist	Vif-APOBEC3G blk	Vif-APOBEC3F blk	TrxR1 substrate	TrxR1 inh	ALOX12 inh	RGS4 inhibitor	IDH1 R132H inh	USP1-UAF1 inh
COc1ccc(NC(=O)COc2ccc(C(=O)OCC(=O)N(C)C3CCS(=O)(=O)C3)cc2OC)cc1 (configuration not stated)	-0.5%	-6%	-8%	3%[57.1 µM]	19%[57.1 µM]	-4%	-1%	2%	-8%
COc1ccccc1NC(=O)Nc1nn(C)c2cccc(OC)c12	0.9%	-4%	-29%	-6%	-12%	?	-9%	0%	-5%
Cc1cc2ccccc2c(=O)n1CC(=O)NCC(=O)N1CCCC(C)C1 (configuration not stated)	1.0%	-5%	7%	20%[57.1 µM]	3%[57.1 µM]	0%	-5%	3%	-14%
Cc1cc(C)n2c(SCc3nnc(-c4cccs4)o3)nnc2n1	9.8%	0%	?	12%[57.1 µM]	25%[57.1 µM]	.	22%	1%	-6%
Cc1oc(-c2ccc(C(=O)NCCCOC(C)C)cc2)nc1CS(=O)(=O)c1ccccc1	-1.0%	3%	1%	56%[activator]	20%	-4%	11%	8%	-35%
CCN(CCCNC(=O)c1c(C)cc(=O)oc1C)c1cccc(C)c1	-0.8%	0%	-1%	0%	3%	15%	7%	12%	-12%
S=c1[nH]nc(-c2ccccn2)n1/N=C/c1ccc(Cl)c(Cl)c1	-0.6%	1%	-5%	-1%[57.1 µM]	-4%[57.1 µM]	?	?	8%	-16%
Cn1c(=O)oc2cc(S(=O)(=O)Nc3cccc4c3CCCC4)ccc21	6.9%	-8%	4%	13%[57.1 µM]	34%[57.1 µM]	0%	41%	1%	?
Cc1ccc(S(=O)(=O)Nc2nncs2)cc1	-1.8%	0%	0%	5%	16%	-9%	8%	-14%	4%
CCOC(=O)C1CCN(C(=O)c2sc3nc(-c4ccc(F)cc4)cn3c2C)CC1	0.1%	0%	2%	-15%	-14%	-21%&63%	8%	-2%	-8%
COc1ccc(CCN=C(N)Nc2nc(C)cc(C)n2)cc1	4.5%	-4%	9%	2%	24%	-2%	2%	9%	-13%
Cc1nn(-c2ccc(N3CCOCC3)nn2)c(C)c1CCC(=O)Nc1ccccc1	1.9%	-6%	6%	4%	8%	-4%	3%	-12%	-23%

Quoted at random: six entries already listed.
SMILES	RXFP1 agonist	Vif-APOBEC3G blk	Vif-APOBEC3F blk	TrxR1 substrate	TrxR1 inh	ALOX12 inh	RGS4 inhibitor	IDH1 R132H inh	USP1-UAF1 inh
Cc1cc2ccccc2c(=O)n1CC(=O)NCC(=O)N1CCCC(C)C1 (configuration not stated)	1.0%	-5%	7%	20%[57.1 µM]	3%[57.1 µM]	0%	-5%	3%	-14%
Cn1c(=O)oc2cc(S(=O)(=O)Nc3cccc4c3CCCC4)ccc21	6.9%	-8%	4%	13%[57.1 µM]	34%[57.1 µM]	0%	41%	1%	?
S=c1[nH]nc(-c2ccccn2)n1/N=C/c1ccc(Cl)c(Cl)c1	-0.6%	1%	-5%	-1%[57.1 µM]	-4%[57.1 µM]	?	?	8%	-16%
COc1ccc(CCN=C(N)Nc2nc(C)cc(C)n2)cc1	4.5%	-4%	9%	2%	24%	-2%	2%	9%	-13%
Cc1cc(C)n2c(SCc3nnc(-c4cccs4)o3)nnc2n1	9.8%	0%	?	12%[57.1 µM]	25%[57.1 µM]	.	22%	1%	-6%
Cc1nn(-c2ccc(N3CCOCC3)nn2)c(C)c1CCC(=O)Nc1ccccc1	1.9%	-6%	6%	4%	8%	-4%	3%	-12%	-23%
